# PLC-beta3 inh: human PLC-beta3 inhibitors, primary screen, biochemical, fluorescence | 1-phosphatidylinositol 4,5-bisphosphate phosphodiesterase beta-3 (Homo sapiens), Q01970 | Purified PLC-beta3, fluorogenic substrate | inhibition, % at 12.2 µM | hit rate 0.18% among 370,000 | AID 720704, 2013; in the data active = inhibition above about 11%;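 note: 0% = median of compound wells on plate and 100% = full blocker control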
# ADAM10 inh: human ADAM10 inhibitors, primary screen, biochemical, QFRET, HTS; Disintegrin and metalloproteinase domain-containing protein 10 (Homo sapiens), O14672; recombinant ADAM10, EDANS/DABCYL FRET peptide cleavage, 3 h; inhibition, % at 7 µM; hit rate 0.62% among 370,000; AID 720582, 2013;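 active = inhibition above a per-campaign cutoff equal to the mean of compounds falling between control-based bounds plus 3 SD, cut at about 20% in these data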;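 note: 0% = DMSO wells while the 100% control is not disclosed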
# ADAM17 inh: ADAM17 inhibitors, primary screen, biochemical, QFRET. Disintegrin and metalloproteinase domain-containing protein 17 (Homo sapiens), P78536. recombinant ADAM17, EDANS/DABCYL FRET peptide cleavage. inhibition, % at 6.95 µM. hit rate 0.83% among 370,000;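 active = inhibition above the mean of compounds lying between control limits plus 3 SD, set per campaign, cut at about 8.5% in these data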;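 note: 0% = DMSO-only wells as the low control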
# Target sequence (P78536 215-824 limits assumed): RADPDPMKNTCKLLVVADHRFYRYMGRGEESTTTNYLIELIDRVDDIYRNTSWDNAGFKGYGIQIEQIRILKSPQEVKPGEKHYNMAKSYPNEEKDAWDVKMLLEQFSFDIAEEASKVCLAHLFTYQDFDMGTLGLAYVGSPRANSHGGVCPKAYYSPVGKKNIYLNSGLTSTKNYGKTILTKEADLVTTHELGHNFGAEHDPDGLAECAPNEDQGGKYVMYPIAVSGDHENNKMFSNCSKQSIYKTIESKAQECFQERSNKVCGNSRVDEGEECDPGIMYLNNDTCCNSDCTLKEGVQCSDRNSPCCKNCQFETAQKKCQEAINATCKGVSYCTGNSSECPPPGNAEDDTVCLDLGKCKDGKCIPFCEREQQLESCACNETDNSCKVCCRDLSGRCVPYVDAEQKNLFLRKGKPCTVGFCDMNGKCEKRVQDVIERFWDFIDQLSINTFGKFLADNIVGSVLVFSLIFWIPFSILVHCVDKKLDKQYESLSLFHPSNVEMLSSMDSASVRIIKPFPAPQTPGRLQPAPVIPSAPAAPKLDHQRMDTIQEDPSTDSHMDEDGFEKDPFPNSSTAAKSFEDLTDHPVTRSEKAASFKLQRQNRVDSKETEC
# DDE Tn7 FP inh: inhibitors of Tn7 peptide binding to fibrin DD(E), primary screen, biochemical, fluorescence polarization, human fibrin, Tn7 probe; Fibrinogen beta chain (Homo sapiens), P02675; FP displacement of FITC-Tn7 peptide from fibrin DD(E); 0% = median of compound wells per plate; inhibition, % at 8.3 µM; hit rate 0.13% among 370,000; AID 720508, 2013;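 active = inhibition above the mean of compounds falling within the control limits plus 3 SD of them, cut at about 14% in these data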;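 note: 0% = plate median of compound wells and 100% = 10 µM Aha-Tn7 peptide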
#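 Assay system: human fibrin DD(E) protein / Input: 2 µM fibrin DD(E) / Benchmarks: high control of 10 µM Aha-Tn7 peptide / Measured by: fluorescence polarization of the labelled Tn7 tracer / Medium: Tris buffer with calcium and detergent, pH 7.8 / Timing: 10 min compound pre-incubation, 3 h probe incubation at room temperature / Repeats: one replicate per compound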
# PLC-gamma1 inh: PLC-gamma1 enzyme inhibitors, primary screen, biochemical, fluorescence, purified enzyme. 1-phosphatidylinositol 4,5-bisphosphate phosphodiesterase gamma-1 (Homo sapiens), P19174. fluorogenic substrate. inhibition, % at 12.2 µM. hit rate 0.84% among 370,000; in the data active = inhibition above about 9.5%
# ARFGAP1 inhibitor: inhibitors of rat ARFGAP1 GAP activity, primary screen, biochemical, fluorescence polarization, GDP tracer; ADP-ribosylation factor GTPase-activating protein 1 (Rattus norvegicus), Q62848; Arfgap1-stimulated ARF1 GTP hydrolysis, GDP FP detection; inhibition, % at 16.5 µM; hit rate 0.26% among 360,000; AID 651572, 2012;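 active = inhibition above a per-plate limit, mean inhibition of low control wells plus 3 SD, cut at about 25% in these data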;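 note: 0% = DMSO wells with enzyme and 100% = wells lacking Arfgap1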
# Target sequence (Q62848 1-136 limits assumed): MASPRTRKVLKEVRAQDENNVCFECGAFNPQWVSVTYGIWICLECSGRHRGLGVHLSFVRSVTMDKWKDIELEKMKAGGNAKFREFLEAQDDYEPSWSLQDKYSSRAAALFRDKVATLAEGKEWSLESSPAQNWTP
#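 Assay system: Rat Arfgap1 GAP domain (His6, aa 1-136), purified enzyme | Buffer or medium: HEPES 25 mM pH 7.5, NaCl 150 mM, MgCl2, DTT | Schedule: GTP hydrolysis reaction 2 h at 25 °C | Signal: FP of antibody-bound GDP Alexa 633 tracer, ex 620/em 688 nm | Measure: Percent inhibition of Arfgap1-stimulated GTP hydrolysis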
# TDP2 inh: human TDP2 enzyme inhibitors, primary screen, biochemical, epi absorbance, recombinant enzyme | Tyrosyl-DNA phosphodiesterase 2 (Homo sapiens), O95551 | hit rate 0.34% among 370,000 | inhibition, % at 12.8 µM | T5PNP hydrolysis, p-nitrophenol absorbance 415 nm | AID 720702, 2013;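 active = inhibition above the mean of all tested compounds plus 3 SD, set per campaign, cut at about 25% in these data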;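 note: 0% = DMSO with enzyme and 100% = buffer with substrate but no TDP2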
# Target sequence (O95551 whole entry, looked up): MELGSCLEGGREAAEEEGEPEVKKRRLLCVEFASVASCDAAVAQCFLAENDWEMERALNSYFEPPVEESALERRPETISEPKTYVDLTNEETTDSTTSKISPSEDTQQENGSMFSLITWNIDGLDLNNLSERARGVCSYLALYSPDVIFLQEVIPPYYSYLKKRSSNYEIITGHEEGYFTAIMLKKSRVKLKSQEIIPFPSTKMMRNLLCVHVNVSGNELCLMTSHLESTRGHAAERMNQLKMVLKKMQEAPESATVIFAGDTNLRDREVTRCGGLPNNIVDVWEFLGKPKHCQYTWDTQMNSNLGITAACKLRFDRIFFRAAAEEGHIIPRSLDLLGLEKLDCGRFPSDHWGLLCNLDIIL
#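 System – recombinant human TDP2 · Quantity – TDP2 enzyme at 120 nM final · Doses – single concentration, 12.8 µM nominal, with 1% DMSO · Incubation – 2 h at 37 °C · Measured by – epi absorbance of p-nitrophenol freed from T5PNP by hydrolysis · Read-out – % inhibition relative to enzyme-containing and enzyme-free wells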
# SIAE primary: human SIAE inhibitors, primary screen, biochemical, fluorescence polarization, FP-Rh probe, 1536-well HTS; SIAE FP-Rh probe binding; inhibition, % at 9.66 µM; Sialate O-acetylesterase (Homo sapiens), Q9HAT2; hit rate 0.69% among 370,000;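 active = inhibition above a cutoff: mean of compounds within the control limits plus 3 SD of those, cut at about 17% in these data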;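 note: 0% = plate median of compound wells and 100% = probe without SIAE protein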
# Tn6 DDE FP: inhibitors of Tn6 peptide binding to fibrin DD(E), primary screen, biochemical, fluorescence polarization, human fibrin, Tn6 probe. Fibrin DD(E) TRITC-Tn6 fluorescence polarization displacement. Fibrinogen beta chain (Homo sapiens), P02675. hit rate 0.21% among 370,000. inhibition, % at 8.3 µM. AID 720509, 2013;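 active = inhibition above a per-campaign cutoff: mean of compounds within control limits plus 3 SD, cut at about 15% in these data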;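 note: 0% = median of all compound wells on the plate and 100% = blocking peptide control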
# ASAP1 GAP inh: inhibitors of human ASAP1 ArfGAP activity, primary screen, biochemical, fluorescence polarization. inhibition, % at 16.5 µM. Arf-GAP with SH3 domain, ANK repeat and PH domain-containing protein 1 (Homo sapiens), …. hit rate 0.19% among 360,000. ASAP1-stimulated ARF1 GTP hydrolysis, GDP FP detection; in the data active = inhibition above about 25%;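 note: 0% = vehicle with enzyme and substrate and 100% = no enzyme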
# * hit, by the source's call; / = no result given.
1: O=C(Cn1ccc2ccccc21)Nc1ccc2c(c1)OCO2
2: CCc1nnc(NC(=O)CS(=O)(=O)Cc2ccccc2)s1
3: CCCCN(C(=O)c1c(CC)noc1C)c1c(N)n(CC(C)C)c(=O)[nH]c1=O
4: CC1(C(=O)NCCC(F)(F)F)Cc2c(-c3cccc(C(N)=O)c3)ccnc2O1 (stereo not drawn)
5: CCC(=O)n1nc(-c2ccccc2)nc1N
entry no.	1	2	3	4	5
PLC-beta3 inh	1	-3	-2	0	-35
ADAM10 inh	5	1	-10	-7	0
ADAM17 inh	2	-2	-5	-5	-6
DDE Tn7 FP inh	2	4	-1	4	-2
PLC-gamma1 inh	7	3	1	6	0
ARFGAP1 inhibitor	12	-2	10	-15	-13
TDP2 inh	-18	10	8	3	10
SIAE primary	2	0	0	0	7
Tn6 DDE FP	-9	6	7	-1	-1
ASAP1 GAP inh	2	-1	-4	0	1

# Some of these compounds in order of length of the SMILES, largest number first:
3: CCCCN(C(=O)c1c(CC)noc1C)c1c(N)n(CC(C)C)c(=O)[nH]c1=O
2: CCc1nnc(NC(=O)CS(=O)(=O)Cc2ccccc2)s1
1: O=C(Cn1ccc2ccccc21)Nc1ccc2c(c1)OCO2
5: CCC(=O)n1nc(-c2ccccc2)nc1N
entry no.	3	2	1	5
PLC-beta3 inh	-2	-3	1	-35
ADAM10 inh	-10	1	5	0
ADAM17 inh	-5	-2	2	-6
DDE Tn7 FP inh	-1	4	2	-2
PLC-gamma1 inh	1	3	7	0
ARFGAP1 inhibitor	10	-2	12	-13
TDP2 inh	8	10	-18	10
SIAE primary	0	0	2	7
Tn6 DDE FP	7	6	-9	-1
ASAP1 GAP inh	-4	-1	2	1

# (further entries)
6: C=CCC(c1ccccc1)N(C(C)=O)c1ccco1 (stereo not drawn)
7: Clc1ccccc1-c1nnc(CNC2CC2)o1
8: C[C@]12CCC(=O)CC1=CCC1C3CC=C(C#N)[C@@]3(C)CC[C@@]12O (stereo partly drawn)
9: O=C(CCc1ccccc1Cl)N1CCN(S(=O)(=O)c2ccccc2)CC1
10: COc1ccc(C2C(C(=O)Nc3ccc(F)cc3F)CCC(=O)N2c2ccc(OC)cc2)cc1 (stereo not drawn)
entry no.	6	7	8	9	10
PLC-beta3 inh	2	4	-7	-2	4
ADAM10 inh	-2	7	5	7	-4
ADAM17 inh	-1	1	2	7	1
DDE Tn7 FP inh	-4	3	-3	-1	6
PLC-gamma1 inh	1	-2	-1	3	-2
ARFGAP1 inhibitor	0	1	12	7	/
TDP2 inh	5	-2	-14	-18	-13
SIAE primary	1	7	3	-6	-1
Tn6 DDE FP	3	7	6	0	9
ASAP1 GAP inh	-11	-7	-2	-11	/

11: Nc1ccccc1C#Cc1ccccc1
12: O=C(CN1C(=O)NC2(CCSC2)C1=O)N1CCN(c2ccc(F)cc2)CC1 (stereo not drawn)
13: N#Cc1cccc(C#N)c1Oc1ccc(S(=O)(=O)Nc2ccc(Cl)cc2)cc1
14: Cc1ccc(S(=O)(=O)c2c(C)cc(C)nc2N2CCCC2)cc1
15: CCN(CC)c1ccc(C=Nc2ccccc2C)c(O)c1
entry no.	11	12	13	14	15
PLC-beta3 inh	-26	-2	-7	3	-67
ADAM10 inh	-34	4	5	-7	1
ADAM17 inh	-7	-1	3	-2	-2
DDE Tn7 FP inh	-8	5	-5	-2	3
PLC-gamma1 inh	-22	2	0	0	-62
ARFGAP1 inhibitor	6	2	5	-12	2
TDP2 inh	-11	-1	13	3	-17
SIAE primary	-4	8	-9	0	-1
Tn6 DDE FP	4	1	-6	4	-8
ASAP1 GAP inh	3	3	3	6	-3

16: OC(CN1CCN(Cc2ccccc2)CC1)Cn1c2ccccc2c2ccccc21 (stereo not drawn)
17: COC(=O)c1cc(C(=O)OCC(=O)c2ccc[nH]2)cc([N+](=O)[O-])c1
18: CC(=O)Nc1ccc(NC(=O)c2c(C)nn(Cc3ccccc3)c2Cl)cc1
19: COc1ccc(-n2ncc(C(C)NS(=O)(=O)c3cccs3)c2C)cc1 (stereo not drawn)
20: CC(C)NC(=O)N(C)C[C@H]1Oc2ccc(NS(=O)(=O)c3cccs3)cc2C(=O)N([C@H](C)CO)C[C@@H]1C
entry no.	16	17	18	19	20
PLC-beta3 inh	3	-4	-6	-13	1
ADAM10 inh	0	-4	-2	-8	1
ADAM17 inh	2	-2	0	-3	-4
DDE Tn7 FP inh	0	-5	6	1	2
PLC-gamma1 inh	2	-2	-1	0	0
ARFGAP1 inhibitor	3	-2	-8	8	6
TDP2 inh	2	-1	2	6	1
SIAE primary	0	-2	-4	1	-1
Tn6 DDE FP	-6	3	1	2	1
ASAP1 GAP inh	4	-9	-7	8	3

21: Cc1ccnc(NC(=O)c2cccc(NC(=O)c3ccc(Cl)cc3)c2)c1
22: Cc1ccc(C)c(-n2c(-c3ccco3)n[nH]c2=S)c1
23: COc1ccccc1C(=O)Nc1ccc(S(=O)(=O)N2CCC(C)CC2)cc1
24: Cc1ccc(S(=O)(=O)N(C)CC(=O)OCC(=O)NC(c2ccccc2)c2ccccc2)cc1
25: CCn1cc(CCC(=O)NCCc2ccccc2)c2ccccc21
entry no.	21	22	23	24	25
PLC-beta3 inh	-8	-1	-10	3	-15
ADAM10 inh	9	-10	11	4	1
ADAM17 inh	-1	-13	6	3	0
DDE Tn7 FP inh	-4	5	-7	-3	5
PLC-gamma1 inh	4	-1	-1	0	-8
ARFGAP1 inhibitor	8	0	8	-8	10
TDP2 inh	-11	0	-11	-6	-16
SIAE primary	-10	2	-17	-2	3
Tn6 DDE FP	-3	-8	-2	8	10
ASAP1 GAP inh	17	-1	1	15	-2

26: CC(C)C(C(=O)Nc1ccc2c(c1)OCO2)N1C(=O)c2ccccc2C1=O (stereo not drawn)
27: O=C(Nc1ccc(-c2cn3ccsc3n2)cc1)c1ccc(F)c(S(=O)(=O)N2CCOCC2)c1
28: CCOc1ccc(S(=O)(=O)N2CCOCC2)cc1NC(=O)CSCC(=O)Nc1cccc(C)c1
29: O=[N+]([O-])c1ccc(/C=N/NC(=S)Nc2ccccc2)o1
30: O=C(NCc1cccnc1)/C(=N\O)c1ccccc1
entry no.	26	27	28	29	30
PLC-beta3 inh	5	-3	-6	-9	3
ADAM10 inh	-1	-11	-10	-13	0
ADAM17 inh	-1	-8	-4	1	-2
DDE Tn7 FP inh	0	3	-6	-4	0
PLC-gamma1 inh	0	-2	4	-11	5
ARFGAP1 inhibitor	-3	1	12	17	8
TDP2 inh	3	-1	3	-7	-9
SIAE primary	-2	-9	-4	7	-2
Tn6 DDE FP	6	-4	-3	-7	-5
ASAP1 GAP inh	2	3	-2	12	-7

31: CC(=O)N1CCN(C(=O)c2ccc3c(c2)OCCO3)CC1
32: CCOC(=O)c1cc(C#N)c(N2CCN(C(=O)c3ccccc3)CC2)nc1C(F)(F)F
33: Cn1cnc(S(=O)(=O)Nc2ccc(OC(F)(F)F)cc2)c1
34: O=C(c1ccc(Cl)s1)N1CCCC1
35: CCOC(=O)Nc1ccc2c(c1)N(C(=O)CCN1CCN(C)CC1)c1ccccc1S2
entry no.	31	32	33	34	35
PLC-beta3 inh	-8	-7	-5	3	3
ADAM10 inh	-7	-5	0	3	11
ADAM17 inh	-3	-1	1	1	4
DDE Tn7 FP inh	10	1	-1	-8	-11
PLC-gamma1 inh	0	-2	7	1	6
ARFGAP1 inhibitor	-4	2	15	-16	-2
TDP2 inh	-7	6	-8	-5	-8
SIAE primary	1	-2	-2	2	-3
Tn6 DDE FP	6	6	4	-7	-2
ASAP1 GAP inh	-3	-1	-2	0	-4

# Along the list, from the results shown:
# TDP2 inh, entries 11 to 20 → -11, -1, 13, 3, -17, 2, -1, 2, 6, 1

# The list goes on:
36: COc1cc(C(=O)OCC(C)=O)c([N+](=O)[O-])cc1OC
37: COC(=O)[C@H](C(C)C)N(CCCc1cn(CC2CCCCC2)nn1)S(=O)(=O)c1ccccc1Br
38: Cc1ccc(NC(=S)/N=C(\N)Nc2nc(C)c3cc(C)c(C)cc3n2)cc1C
39: CC1C(=O)N(Cc2cn(CCC3OCCO3)nn2)CCS(=O)(=O)N1Cc1ccc(-c2ccc(F)nc2)cc1 (stereo not drawn)
40: Cc1cc(C)c2c(c1)CC(C)(C)CC2=O
entry no.	36	37	38	39	40
PLC-beta3 inh	-2	-1	-2	2	-1
ADAM10 inh	0	8	-8	-15	-5
ADAM17 inh	-1	4	-3	-5	4
DDE Tn7 FP inh	3	2	5	-1	6
PLC-gamma1 inh	-2	0	-4	1	6
ARFGAP1 inhibitor	-2	/	6	3	-4
TDP2 inh	7	8	-2	0	-14
SIAE primary	-4	-6	0	3	3
Tn6 DDE FP	9	-1	-3	7	3
ASAP1 GAP inh	3	/	-4	4	-1

41: Cn1c(N)c(C(=O)c2ccccc2)c(=O)n(C)c1=O
42: NS(=O)(=O)c1ccc(CCNc2nc3c(-c4cccc(F)c4)nnn3c3ccccc23)cc1
43: COc1ccc(NC(C)=O)cc1S(=O)(=O)Nc1ccc2c(c1)OCCO2
44: O=C(CSc1n[nH]c(-c2ccncc2)n1)Nc1ccccn1
45: COc1ccc(OCC(=O)Nc2ccc3oc(-c4ccncc4)nc3c2)cc1
46: CCCNC(=O)N1CCN(S(=O)(=O)c2ccc3c(c2)OCCO3)CC1
entry no.	41	42	43	44	45	46
PLC-beta3 inh	-4	-18	3	-3	-4	2
ADAM10 inh	-2	-46	-2	-11	-7	-3
ADAM17 inh	-1	-4	-1	0	-2	-3
DDE Tn7 FP inh	-1	0	1	-1	-6	-2
PLC-gamma1 inh	0	-17	3	0	-5	2
ARFGAP1 inhibitor	6	0	1	3	3	18
TDP2 inh	13	-1	6	-4	-1	8
SIAE primary	1	-2	0	0	-1	5
Tn6 DDE FP	3	13	7	-1	-5	-4
ASAP1 GAP inh	8	55*	2	-13	11	-3
